# PREPL inhibitor = PREPL enzyme inhibitors, primary screen, biochemical, fluorescence polarization | actives 0.68% (n = 320,000) | inhibition, % at 5.96 µM | AID 2751, 2010 | recombinant PREPL, fluorescence polarization activity-based probe; in the data active means inhibition above about 43%;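 further: 0% = enzyme with DMSO and 100% = wells lacking enzyme; many of its hits are not listed in these tables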
# Target sequence (Q4J6C6 whole entry, looked up): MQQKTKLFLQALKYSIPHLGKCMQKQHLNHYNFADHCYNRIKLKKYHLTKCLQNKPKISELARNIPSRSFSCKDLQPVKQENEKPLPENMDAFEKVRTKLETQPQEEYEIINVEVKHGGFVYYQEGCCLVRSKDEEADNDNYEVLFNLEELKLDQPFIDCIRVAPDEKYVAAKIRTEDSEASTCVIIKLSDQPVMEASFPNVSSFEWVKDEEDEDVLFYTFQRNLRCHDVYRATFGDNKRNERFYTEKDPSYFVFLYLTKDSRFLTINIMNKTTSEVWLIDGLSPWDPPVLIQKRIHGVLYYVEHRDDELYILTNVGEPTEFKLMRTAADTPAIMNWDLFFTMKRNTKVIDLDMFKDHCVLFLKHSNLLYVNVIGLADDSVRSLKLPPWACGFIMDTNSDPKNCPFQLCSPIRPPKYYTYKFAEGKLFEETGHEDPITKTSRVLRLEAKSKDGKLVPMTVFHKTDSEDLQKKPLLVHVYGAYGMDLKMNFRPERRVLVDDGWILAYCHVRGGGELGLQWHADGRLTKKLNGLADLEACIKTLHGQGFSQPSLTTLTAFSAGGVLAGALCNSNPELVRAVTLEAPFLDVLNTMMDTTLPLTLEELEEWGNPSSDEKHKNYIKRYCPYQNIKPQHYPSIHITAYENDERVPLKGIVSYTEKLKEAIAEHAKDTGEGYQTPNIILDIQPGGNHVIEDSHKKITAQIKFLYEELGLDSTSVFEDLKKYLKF
# TPT1 inhibitor = Candida albicans TPT1 enzyme inhibitors, primary screen, biochemical, fluorescence polarization; actives 0.81% (n = 300,000); inhibition, % at 5 µM; AID 1962, 2009; recombinant caTPT1, FP RNA substrate dephosphorylation; tRNA 2'-phosphotransferase TPT1 (Candida albicans SC5314);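 active means inhibition above the mean of all tested compounds plus 3 SD, set per screening campaign, cut at about 24% in these data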;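 further: plate controls were DMSO alone for no effect and ferristatin control at 100 nM for full effect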
# ZTA DNA inh = blocks Epstein-Barr virus ZTA, an EBNA-1 counter-screen; P03206; ZTA-DNA binding, fluorescence polarization; inhibition, % at 11 µM; actives 0.15% (n = 320,000); in the data active means inhibition above about 33%
# PP1 inh = PP1-alpha phosphatase inhibitors, primary screen, counter-screen for PP5 inhibitor project, biochemical, fluorescence, OMFP substrate, single point | purified PP1alpha | Serine/threonine-protein phosphatase PP1-alpha catalytic subunit (Homo sapiens), P62136 | inhibition, % at 6.7 µM | actives 0.9% (n = 320,000) | AID 2235, 2010;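 active means inhibition above the mean inhibition of all tested compounds plus 3 SD, computed separately for each screening campaign, cut at about 15% in these data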
# Target sequence (P62136 whole entry, looked up): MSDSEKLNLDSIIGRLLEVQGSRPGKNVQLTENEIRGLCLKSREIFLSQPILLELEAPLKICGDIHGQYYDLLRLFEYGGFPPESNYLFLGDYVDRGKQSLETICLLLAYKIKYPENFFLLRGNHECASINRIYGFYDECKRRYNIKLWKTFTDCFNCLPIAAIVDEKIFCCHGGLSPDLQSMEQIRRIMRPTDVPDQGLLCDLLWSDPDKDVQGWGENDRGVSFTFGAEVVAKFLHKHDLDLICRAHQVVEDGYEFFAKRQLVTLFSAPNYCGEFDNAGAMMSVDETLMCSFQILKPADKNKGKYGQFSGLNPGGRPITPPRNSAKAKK
# EBNA-1 inh = EBNA-1 DNA-binding inhibitors, primary screen, biochemical, fluorescence polarization; inhibition, % at 14.8 µM; AID 1950, 2009; actives 0.34% (n = 300,000); in the data active means inhibition above about 28%
# Efflux pump inh = inhibitors of Candida efflux pumps in yeast, primary screen, S. cerevisiae, Nile Red, multiplex; AID 485275, 2010; inhibition, % at 10 µM; S. cerevisiae Candida pump triplex; actives 0.44% (n = 330,000);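 active means plate passing quality check with inhibition over a set limit, or well fluorescence over plate mean plus 4 SD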;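 further: Nile Red retained in pooled yeast measured as flow cytometry median fluorescence; 0% = buffer negative control and 100% = Enniatin B positive control; higher means more Nile Red kept so more efflux inhibition; some compounds called inactive have numbers as strong as hits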
# PP5 primary = PP5 phosphatase inhibitors, primary screen, biochemical, fluorescence. Serine/threonine-protein phosphatase 5 (Homo sapiens), P53041. purified PP5c, OMFP substrate fluorescence. inhibition, % at 6.7 µM. actives 0.18% (n = 320,000). AID 1987, 2009;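 active means inhibition above the campaign's mean inhibition across all tested compounds plus 3 SD, cut at about 9.5% in these data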;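 further: 0% = DMSO only and 100% = 100 µM cantharidin control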
# HCV core dimer = inhibitors of HCV core protein dimerization, primary screen, biochemical, TR-FRET, high-throughput; TR-FRET GST/Flag-core106 dimerization, 1536-well; inhibition, % at 5 µM; actives 0.33% (n = 300,000); AID 1899, 2009;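 active means inhibition above the mean of all tested compounds plus 3 SD, set per screening campaign, cut at about 45% in these data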
#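 Assay system – GST-tagged and Flag-tagged HCV core protein residues 1-106 · Quantity – core106 proteins, GST 13.5 nM and Flag 17 nM · Benchmarks – unlabelled core106 and no-GST-core106 wells · Read-out basis – percent inhibition of core106 dimerization signal · Detection – time-resolved FRET, ex 340 nm, em 617 and 671 nm · Schedule – 4 h at 22.5 °C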
# Fh CTSL1 inh = Fasciola hepatica cathepsin L1 inhibitors, primary screen, counter-screen for PFM18AAP inhibitor project, biochemical, QFRET, fluorogenic peptide substrate. recombinant F. hepatica cathepsin L1, Z-Leu-Arg-MCA fluorescence. inhibition, % at 5.96 µM. actives 0.49% (n = 300,000). AID 1906, 2009;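 active means inhibition above the mean of all tested compounds plus 3 SD, set per screening campaign, cut at about 17% in these data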;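 further: 0% = plate median of test compound wells and 100% = 1 µM Z-Phe-Ala-diazomethylketone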
# The depositor's hits bear a star; . = not tested or not shown.
compound | PREPL inhibitor | TPT1 inhibitor | ZTA DNA inh | PP1 inh | EBNA-1 inh | Efflux pump inh | PP5 primary | HCV core dimer | Fh CTSL1 inh
Cc1ccc(NC(=O)c2cc3cccc([N+](=O)[O-])c3[nH]2)cc1 | 8 | 4 | -2 | -1 | -6 | 0.0 | 1.1 | 6 | -3
CCC(C)/C(C)=N/NC(=O)c1ccccc1OCCOc1ccccc1 (stereo not given) | 1 | 1 | -20 | -2 | 1 | 0.0 | 4.6 | 2 | 1
CCOC(=O)N1CCN(S(=O)(=O)c2c(C)nc3scc(C)n3c2=O)CC1 | -4 | -2 | 2 | -3 | -11 | 0.5 | -3.1 | -6 | -7
Cc1cc([N+](=O)[O-])c(C)cc1-c1ccc(/C=N/NC(=O)c2cccnc2)o1 | 16 | -2 | -2 | 4 | 7 | -0.1 | 1.7 | -5 | 5
Clc1ncc(CN2CCN(c3ccccc3)CC2)s1 | 8 | -4 | 3 | 3 | -1 | -0.1 | -0.3 | 0 | 0
O=C(Nc1ccccc1)Nc1cccc(C(F)(F)F)c1 | 2 | -3 | 1 | -4 | -8 | -0.1 | 5.1 | 1 | 1
Cc1ccc2c(c1)cc(CN(C(=O)N1CCOCC1)C1CCCC1)c1nnnn12 | 10 | -2 | -6 | -1 | 0 | 0.0 | 0.2 | -2 | 2
COc1ccc(C)cc1S(=O)(=O)N1CCCCC1 | 3 | -2 | -2 | -1 | 5 | 0.0 | -1.0 | -3 | -7
C=CCNc1nc(C(=O)OCC(=O)Nc2ccc(S(N)(=O)=O)cc2)cs1 | 10 | 6 | 9 | 0 | -5 | -0.1 | -3.9 | 13 | -8
CC(C)(C)NC(=O)CSc1nc2[nH]ncc2c(=O)[nH]1 | 4 | 1 | -14 | -2 | -5 | 0.0 | 3.2 | 4 | 0
Cc1cc(C)c(C)c(S(=O)(=O)N2CCN(Cc3nc4ccccc4[nH]3)CC2)c1C | 5 | -3 | -13 | 2 | 2 | -0.2 | 2.1 | -4 | -5
Cc1cc(C)c(C#N)c(SCC(=O)C(C)(C)C)n1 | 3 | -1 | 15 | -2 | 6 | 0.0 | 1.7 | -7 | -2
O=C(Nc1nccs1)c1cc(Cl)nc2ccccc12 | 1 | -6 | 11 | -5 | -10 | -0.1 | 0.9 | 1 | -3
CC1CN(S(=O)(=O)c2ccccc2)CC(C)O1 (stereo not given) | 17 | -2 | -12 | -4 | 7 | -0.1 | 2.2 | -3 | 2
COc1ccc(/C=N/OC(=O)c2ccc(Cl)cc2)c(Cl)c1OC | 2 | -2 | -4 | -1 | -1 | 0.0 | -1.6 | 0 | 0
CCn1c(CNc2ccc(Cl)cc2)nnc1SCC#N | -2 | -1 | 2 | -1 | 1 | 0.1 | 4.3 | -4 | -4
Cc1cc(S(=O)(=O)NCC(c2ccc3c(c2)OCO3)N2CCOCC2)ccc1F (stereo not given) | 10 | -4 | -4 | 1 | -10 | 1.0* | 1.3 | 0 | 0
O=C(C1CCN(c2ncnc3c2nc2n3CCCCC2)CC1)N1CCCCC1 | 15 | -3 | -14 | 2 | 3 | 0.1 | 1.7 | -16 | -5
CCN(CC)S(=O)(=O)c1cc(C(=O)OCC(=O)c2ccc3c(c2)NC(=O)CO3)ccc1Cl | 0 | -2 | 12 | 1 | 10 | 0.0 | -0.2 | -1 | -14
CC(=O)Oc1ccc(/C=C2/SC(=S)N(Cc3ccccc3)C2=O)cc1 | 0 | 10 | -12 | -1 | -3 | -0.1 | 0.2 | 2 | 0
CCCn1c(CC)nc([N+](=O)[O-])c1Sc1ccc(C)cc1 | -4 | 3 | 2 | -2 | 3 | -0.1 | -0.4 | 5 | 0
COC(=O)COc1ccc(NC(=O)C2CCCO2)cc1 (stereo not given) | 7 | 1 | 7 | -3 | 1 | 0.0 | 0.5 | -1 | 2
O=C(COC(=O)c1ccc(F)c(S(=O)(=O)N2CCOCC2)c1)c1ccc(Cl)cc1 | 21 | . | -9 | 3 | . | -0.1 | 7.2 | . | .
O=C(NCc1ccccn1)c1cc(-c2ccccc2)nc2ccccc12 | -9 | 3 | 10 | -10 | -5 | 0.2 | -0.7 | 4 | -5
CCCCCCC(=O)OCC(=O)c1ccc2c(c1)NC(=O)CO2 | 8 | 0 | 10 | 0 | 8 | 0.0 | 0.3 | 0 | -49

# Some entries already given, showing only HCV core dimer, TPT1 inhibitor and EBNA-1 inh.
structure,HCV core dimer,TPT1 inhibitor,EBNA-1 inh
CC1CN(S(=O)(=O)c2ccccc2)CC(C)O1 (stereo not given),-3,-2,7
COc1ccc(/C=N/OC(=O)c2ccc(Cl)cc2)c(Cl)c1OC,0,-2,-1
CCn1c(CNc2ccc(Cl)cc2)nnc1SCC#N,-4,-1,1
Cc1cc(S(=O)(=O)NCC(c2ccc3c(c2)OCO3)N2CCOCC2)ccc1F (stereo not given),0,-4,-10
O=C(C1CCN(c2ncnc3c2nc2n3CCCCC2)CC1)N1CCCCC1,-16,-3,3
CCN(CC)S(=O)(=O)c1cc(C(=O)OCC(=O)c2ccc3c(c2)NC(=O)CO3)ccc1Cl,-1,-2,10

# Later entries
compound | PREPL inhibitor | TPT1 inhibitor | ZTA DNA inh | PP1 inh | EBNA-1 inh | Efflux pump inh | PP5 primary | HCV core dimer | Fh CTSL1 inh
Cn1nc(-c2ccc(C(=O)NCCO)cc2)c2ccccc2c1=O | 1 | -2 | -12 | 2 | -9 | 0.2 | 1.7 | -4 | -4
O=C(c1ccc(OC2CCN(Cc3ccccc3C(F)(F)F)CC2)cc1)N1CCCCC1 | 3 | -1 | 11 | 1 | -5 | 0.1 | 4.8 | 12 | 6
O=C1c2ccccc2NC(c2ccccn2)N1c1ccccc1F (stereo not given) | -6 | -4 | -11 | 0 | 4 | 0.0 | -0.1 | 0 | -2
CCN1C(=O)[C@H]2[C@@H](c3ccc(-c4ccccc4)cc3)N3CCC[C@@]3(C(=O)OC)[C@H]2C1=O | 29 | 0 | 5 | 2 | -16 | . | 5.0 | 3 | -6
CC(=O)Nc1c(NC(C)(C)C)c2ccccc2oc1=O | -5 | -1 | 2 | -4 | 7 | 0.1 | 2.7 | -5 | -2
CC(C)CNC(=S)N1CCN(Cc2ccc3c(c2)OCO3)CC1 | 16 | -7 | -2 | 0 | 4 | -0.1 | 1.9 | -1 | 2
COc1ccc(C)cc1NCc1cccc(OC)c1OC | 1 | -6 | 11 | 1 | -2 | -0.5 | 1.3 | -4 | 1
COc1ccccc1Nc1ncc(C(=O)N2CCC(C(N)=O)CC2)c2ccccc12 | -8 | 2 | 6 | -5 | 6 | 0.2 | 2.8 | 2 | 1
CCOC(=O)C1CCN(C(=O)CCCCn2c(=O)[nH]c3ccccc3c2=O)CC1 | 2 | -6 | 15 | 2 | 4 | -0.1 | -1.3 | 2 | 1
CCCCN1C(Nc2ccccc2)=NC[C@@H]1C | -1 | 0 | -8 | -3 | -10 | 0.0 | 5.4 | -8 | -2
CCC1Oc2nc(SC)nnc2-c2ccccc2N1C(=O)c1ccccc1 (stereo not given) | 2 | -3 | -10 | -4 | -8 | 0.2 | 4.8 | 5 | 2
CC1CCCCC1NC(=O)C1CCC(CNS(=O)(=O)c2ccccc2)CC1 (stereo not given) | 2 | -1 | -3 | 0 | 31* | 0.1 | 1.6 | 0 | -2
CCOc1ccc(N(C(=O)c2snc(C(N)=O)c2N)C(C(=O)NCC2CCCO2)c2ccco2)cc1 (stereo not given) | 5 | -1 | -3 | -2 | -3 | -0.1 | -0.2 | -2 | 2
CC(=O)Nc1c(C(=O)N2CCOCC2)sc2nc3c(cc12)COC(C)(C)C3 | 10 | 0 | -2 | -4 | -1 | 0.2 | 2.9 | -2 | 6
O=C(Nc1ccnn1C1CCN(CCCC2CCCC2)CC1)c1ccccc1Cl | -3 | -2 | 4 | 0 | -5 | 0.0 | 0.1 | 2 | 3
COc1cccc(-c2nn(-c3ccccc3)cc2/C=C(\C#N)C(=O)NCCCn2ccnc2)c1 | -3 | 5 | 12 | 10 | 23 | -0.2 | 0.7 | 13 | 4
O=C(Nc1ccnn1C1CCN(Cc2ccccn2)CC1)c1cccc(F)c1 | 5 | -6 | -8 | -1 | -7 | -0.1 | 1.1 | -4 | -1
CCOC(=O)CC(=O)Nc1ccccc1C(=O)O | -3 | -3 | 6 | -2 | 8 | 0.0 | -0.3 | -3 | 1
CC(CCc1ccccc1)NC(=O)CSc1ccccc1 (stereo not given) | -12 | 0 | -8 | -4 | 5 | -0.4 | 2.7 | 0 | -2
Cc1ccc2occ(C(=O)c3ccco3)c(=O)c2c1 | -1 | 0 | 2 | -5 | 4 | -0.1 | 1.0 | 0 | 0
CCC(C)N1CCN(C(=O)C2CCN(S(=O)(=O)c3c(C)noc3/C=C/c3ccco3)CC2)CC1 (stereo not given) | 13 | 4 | -5 | -7 | -27 | 0.1 | -2.1 | 6 | -2
CC(=O)Nc1ccc(S(=O)(=O)Nc2ccccn2)cc1 | 4 | 0 | -1 | -1 | 0 | -0.1 | 0.3 | -5 | -4
Cc1cccc(-n2nnc(C(=O)NCc3ccccc3Cl)c2N)c1 | 14 | 8 | -17 | 2 | -6 | 0.8 | 1.5 | -2 | 2
CN1CCN(CC(=O)Nc2cccc(S(=O)(=O)N(C)c3ccccc3)c2)CC1 | -2 | . | 4 | 1 | . | -0.2 | -0.7 | . | .
O=C(NCC1CC1)NC(=O)c1c(F)cccc1Cl | 11 | -2 | 11 | -1 | 8 | 0.1 | -2.2 | -3 | -1
CCCNCC1C(Oc2ccc(Cl)cc2Cl)C(=O)N1c1cccc(C)c1C (stereo not given) | -10 | 2 | 10 | 6 | 6 | 0.3 | 3.6 | -8 | -1

# Among those listed so far, 3 have two or more sulfur atoms:
compound | PREPL inhibitor | TPT1 inhibitor | ZTA DNA inh | PP1 inh | EBNA-1 inh | Efflux pump inh | PP5 primary | HCV core dimer | Fh CTSL1 inh
CCOC(=O)N1CCN(S(=O)(=O)c2c(C)nc3scc(C)n3c2=O)CC1 | -4 | -2 | 2 | -3 | -11 | 0.5 | -3.1 | -6 | -7
C=CCNc1nc(C(=O)OCC(=O)Nc2ccc(S(N)(=O)=O)cc2)cs1 | 10 | 6 | 9 | 0 | -5 | -0.1 | -3.9 | 13 | -8
CC(=O)Oc1ccc(/C=C2/SC(=S)N(Cc3ccccc3)C2=O)cc1 | 0 | 10 | -12 | -1 | -3 | -0.1 | 0.2 | 2 | 0

# Compound activity deposited in PubChem by several laboratories.

# This is a subset (hit frequency here may not be typical).
